Screens deposited in PubChem by several laboratories.
Arr AP2 block: blocks beta-arrestin peptide binding to AP2 adaptin; FITC-arrestin peptide / GST-AP2 beads, flow cytometry; AP2 beta2 appendage carries R879A mutation; inhibition, % at 10 µM; actives 0.31% (n = 340,000);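 active = inhibition above a set limit, near 3 SD of compounds lacking own fluorescence, cut at about 54% in these data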;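 note: plate controls were DMSO wells for no effect and 5 µM unlabelled arrestin peptide for full effect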
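System: GST-AP2 R879A glutathione beads | Also added: FITC-arrestin peptide, 50 nM | Times: 12 min plus 1 h, RT | Signal: Bead flow cytometry, FITC channel | Buffer or medium: PBS with 0.05% Tween 20 and 0.1% BSA | Read-out basis: Percent drop in bead-associated FITC signal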
Cardiac RTF inh: cardiac RTF calcium desensitization. IANBD-labeled cardiac RTF, Ca2+ fluorescence. inhibition, % at 7.15 µM. actives 0.12% (n = 340,000). AID 493244. P19429+P45379;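 active = inhibition above the mean inhibition of all tested compounds plus 3 SD, cut at about 17% in these data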;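 note: assay run at fixed EC70 calcium of 1.6 mM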
DAGLB inhibitor: diacylglycerol lipase beta (human) inhibition; actives 0.059% (n = 340,000); Q8NCG7; inhibition, % at 5.17 µM; HEK293T DAGLB membrane lysate, EnzChek fluorogenic substrate; in the data active = inhibition above about 34%;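 note: 0% = enzyme with vehicle and 100% = wells lacking enzyme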
V-ATPase pH: alters yeast V-ATPase proton transport; actives 0.37% (n = 350,000); response, % at 10 µM; AID 504577; S. cerevisiae, pHLuorin cytosolic pH fluorescence; in the data active = response mostly above about 7.3%, no sharp cut-off; inactive = mostly below about 5.4%; note: actives read high; inactives centre near 0; some compounds called inactive have numbers as strong as hits
DSG3 Ab inh: human desmoglein-3 autoantibody binding inhibition. P32926. DSG3-coupled beads, scFv-anti-DSG3-GFP binding, flow cytometry; active compounds read low. binding (percent of control), % at 10 µM. actives 0.48% (n = 310,000);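 active = binding more than 3 SD below its plate's average and above zero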;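 note: hits lower antibody fragment binding to DSG3; some compounds called inactive have numbers as strong as hits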
Target sequence (P32926 whole entry, looked up, the tested form may be a part): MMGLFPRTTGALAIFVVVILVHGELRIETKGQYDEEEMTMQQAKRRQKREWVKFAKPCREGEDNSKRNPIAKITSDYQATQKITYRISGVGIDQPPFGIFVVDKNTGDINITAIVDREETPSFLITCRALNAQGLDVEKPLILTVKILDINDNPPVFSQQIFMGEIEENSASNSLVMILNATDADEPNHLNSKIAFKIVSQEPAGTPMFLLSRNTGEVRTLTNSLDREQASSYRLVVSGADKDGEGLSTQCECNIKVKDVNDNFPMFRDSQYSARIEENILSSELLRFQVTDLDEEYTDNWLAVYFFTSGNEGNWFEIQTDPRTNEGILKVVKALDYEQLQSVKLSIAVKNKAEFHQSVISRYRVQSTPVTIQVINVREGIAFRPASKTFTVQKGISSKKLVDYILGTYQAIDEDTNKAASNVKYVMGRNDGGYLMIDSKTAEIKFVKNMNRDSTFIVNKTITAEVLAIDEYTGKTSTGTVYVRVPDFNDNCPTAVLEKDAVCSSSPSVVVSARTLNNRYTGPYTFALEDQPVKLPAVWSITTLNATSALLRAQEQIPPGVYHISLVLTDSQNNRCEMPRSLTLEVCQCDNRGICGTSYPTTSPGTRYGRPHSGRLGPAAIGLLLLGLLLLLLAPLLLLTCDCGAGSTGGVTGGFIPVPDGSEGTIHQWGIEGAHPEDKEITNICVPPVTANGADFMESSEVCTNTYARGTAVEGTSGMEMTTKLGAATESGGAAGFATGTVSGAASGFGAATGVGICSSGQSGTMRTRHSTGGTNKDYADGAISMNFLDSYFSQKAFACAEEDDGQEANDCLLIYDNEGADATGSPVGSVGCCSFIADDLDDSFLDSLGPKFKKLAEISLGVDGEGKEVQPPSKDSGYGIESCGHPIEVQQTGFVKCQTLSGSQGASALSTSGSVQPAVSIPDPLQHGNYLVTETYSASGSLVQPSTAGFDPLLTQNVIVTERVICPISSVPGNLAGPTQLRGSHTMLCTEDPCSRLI
CAL PDZ FP-1: human CAL PDZ-peptide interaction inhibition; Q9HD26; purified CAL PDZ, TMR-peptide fluorescence polarization, 1 h; inhibition, % at 20 µM; actives 0.02% (n = 330,000); AID 504414;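 active = highest replicate inhibition of at least 40%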;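 note: plate controls were DMSO neutral control wells for no effect and unlabeled competitor peptide control wells for full effect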
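Test system: purified CerCALP PDZ construct; Compound dosing: one concentration, 20 µM compound; Also added: TMR-labelled reporter peptide T*-PRC34 bound in PDZ groove; Read-out: inhibition from polarization loss; Controls: unlabelled peptide and DMSO controls; Signal: FP readout, S and P plane fluorescence; Incubation: 1 h at RT.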
C-LANA FP: KSHV C-LANA DNA binding inhibition. MBP-C-LANA/FAM-LBS DNA binding, fluorescence polarization. inhibition, % at 9 µM. AID 504423. actives 0.078% (n = 340,000);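 active = highest replicate inhibition at or above 60% at 9 µM, even if other replicates fall short; inactive = all replicates below 60% inhibition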;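 note: 0% = neutral control wells and 100% = 4 µM acridine orange control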
Keap1 Nrf2 FP: Keap1-Nrf2 (human) interaction inhibition. Keap1 Kelch-Nrf2 peptide fluorescence polarization, 1536-well. Q14145. inhibition, % at 9.4 µM. actives 0.15% (n = 340,000); in the data active = inhibition above about 12%;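 note: human Keap1 Kelch domain with fluorescein labeled Nrf2 9mer peptide probe; 0% = neutral control wells and 100% = peptide positive control; higher means more block of Keap1 binding to Nrf2 peptide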
CAL PDZ FP-2: CAL PDZ (human) peptide binding inhibition. Q9HD26. purified CAL PDZ, TMR-peptide fluorescence polarization, 1 h. inhibition, % at 24.9 µM. actives 0.92% (n = 300,000). AID 602252;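 active = mean inhibition of at least 30% with at least half of replicates also reaching 30%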;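 note: 0% = DMSO neutral control and 100% = excess unlabeled competitor peptide PRC23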
NSD2 HMT inh: inhibitors of human histone methyltransferase NSD2; O96028; NSD2 peptide methylation, AlphaScreen, 120 min; actives 0.54% (n = 310,000); AID 743445; inhibition, % at 12.5 µM; in the data active = inhibition above about 50%
Starred values were filed as active, the others as inactive; . = not tested or not shown. A portion of the library, so the mix of outcomes need not match the whole.

SMILES	Arr AP2 block	Cardiac RTF inh	DAGLB inhibitor	V-ATPase pH	DSG3 Ab inh	CAL PDZ FP-1	C-LANA FP	Keap1 Nrf2 FP	CAL PDZ FP-2	NSD2 HMT inh
Cc1cccc(C2(c3cccc(C)c3)CC2C(=O)Nc2ccc([N+](=O)[O-])cc2O)c1 (stereo not given)	-1	-2	-2	2	100	-0.2	3.7	4	-9	-1
COc1ccc(Cc2nnc(N)s2)cc1OC	-7	-8	1	-1	.	0.6	0.6	-3	2	0
COc1ccc(N2C(=O)c3ccccc3NC2c2ccc(OC)c(CSc3ccccn3)c2)cc1 (stereo not given)	2	0	0	-4	99	-2.2	-0.8	-3	-4	0
O=C1c2ccccc2C(=O)N1CCCc1nc(-c2ccccn2)no1	29	5	-2	-4	.	0.3	0.2	-1	-3	3
O=C(Cn1cc(Br)ccc1=O)Nc1ccc2c(c1)OCO2	-7	2	0	3	100	0.1	0.4	-1	1	-1
O=C(CCc1nnc(C2(c3ccc(Cl)cc3)CCC2)o1)NC1CC1	6	-16	1	0	99	-0.7	1.6	2	.	0
COc1ccc(NC(=O)Nc2cccc3c2O[C@H](CN(C)S(=O)(=O)c2c(C)noc2C)[C@@H](C)CN([C@H](C)CO)C3=O)cc1	8	-8	0	-2	92	0.7	0.0	-3	0	.
CC1CCCCN1CCCNC(=O)c1ccc(NC(=O)C2=CSCCO2)cc1 (stereo not given)	.	-10	2	5	106	-1.7	0.5	-2	5	4
Cc1ccc(OCCN2CCNCC2)c([N+](=O)[O-])c1	6	-8	1	-2	99	0.5	0.9	-1	2	-1
COc1ccccc1N(C)S(=O)(=O)c1ccc(C(=O)Nc2nnc(C)s2)cc1	0	0	0	-3	92	-3.6	-1.5	4	-4	0
O=C(COC(=O)Cc1c[nH]c2ccccc12)Nc1ccccc1	1	2	0	-2	98	-2.3	-0.8	0	-4	1
CC1CCCCC1NC(=O)CSc1nnnn1C (stereo not given)	9	-6	3	4	98	-2.8	-0.2	1	-5	-1
COc1ccc(CN(C)C(=O)Cn2cnc3c(OCc4ccccc4)ncnc32)cc1OC	-7	-2	-2	6	100	-0.3	-1.2	-6	8	.
COCCn1c(=S)[nH]c2cc(C(=O)NC3CCCCCC3)ccc2c1=O	.	.	1	2	105	.	.	.	.	0
Cn1c(-c2ccc3c(c2)OCO3)cnc1NCc1cccc(O)c1	39	-1	-2	-6	85	-1.8	-0.3	-3	-3	-2
O=C(O)CCC(=O)N1CCOc2ccc(Cl)cc21	-7	-3	-4	1	112	-0.1	0.9	-3	-4	0
NC(=O)c1nsc(C(=O)N(CC(=O)NCc2ccc3c(c2)OCO3)C2CCCCC2)c1N	22	-7	-1	1	97	-1.4	0.6	-5	4	0
O=C(Cc1cccc2ccccc12)Nc1ccc(OC(F)F)c(Cl)c1	0	0	-16	-3	100	-0.5	0.4	-4	0	-4
Cc1cccc(N2CCN(C(=O)CN(C)S(=O)(=O)c3ccc4c(c3)CCC(=O)N4)CC2)c1C	6	-3	-2	-6	103	-2.2	-0.1	-5	.	.
COc1ccc(CC(Cc2ccc(OC)c(OC)c2)NC=O)cc1OC	.	.	-2	3	104	.	.	.	.	-1
COc1ccc(CN(C)C(=O)c2cc(-c3ccccc3)nc3ccc(C)cc23)c(OC)c1	.	.	-16	-2	103	.	.	.	.	0
O=C1CC(N2CCN(c3ccc(S(=O)(=O)N4CCCC4)cc3)CC2)C(=O)N1c1ccc(F)cc1 (stereo not given)	-5	-3	1	-4	.	-0.3	0.2	6	.	1
CSc1ccccc1NC(=O)CN(C)Cc1cccc(Cl)c1	29	-2	-9	9	97	-0.6	-0.9	0	-6	-7
COc1ccc(CCN(Cc2cc3cc(C)ccc3[nH]c2=O)C(=O)N2CCCC2)cc1OC	-3	-2	5	2	93	-2.1	-0.1	-5	-2	.
OC(COC(c1ccc(Cl)cc1)c1ccc(Cl)cc1)CN1CCN(c2ccccn2)CC1 (stereo not given)	25	3	-6	5	86	-4.3	0.8	7	3	0
CCc1ccc(N(CC(=O)N2CCOCC2)S(C)(=O)=O)cc1	1	4	2	3	114	1.2	-1.3	-1	.	-4
CC1=CC(c2ccc(Cl)cc2)n2nc(NS(=O)(=O)c3ccc(C)cc3)nc2N1 (stereo not given)	4	-3	8	-1	102	-3.2	-0.3	3	.	2
CCOc1ccccc1N(CC(=O)NCCc1ccc(OC)cc1)S(=O)(=O)c1ccc(C)cc1	.	.	-1	-2	96	.	.	.	.	-1
Cc1cc(Nc2nc3c(c(=O)n(C)c(=O)n3C)n2C)n(-c2ccc(Cl)cc2)n1	4	-6	1	-4	102	0.0	1.2	3	-10	2
COc1ccc2oc(C(=O)C3CC3)c(N)c2c1	-1	-2	-1	-1	105	-1.1	0.8	-2	3	0
CCOc1ccc(N(CC(=O)NCCSCc2ccco2)S(=O)(=O)c2ccc(C)cc2)cc1	9	-1	-4	5	81*	0.0	-0.1	0	-7	0
Cc1cc(C)c(C)c(S(=O)(=O)N2CCC(C(=O)OCC(=O)N3c4ccccc4NC(=O)C3(C)C)CC2)c1C	-10	-9	-2	1	91	0.4	-0.1	4	3	1
COc1ccccc1C1OCC(C)([N+](=O)[O-])CO1 (stereo not given)	-2	6	0	-1	98	-0.1	3.0	0	.	0
O=C(Cn1c(=O)cnc2ccccc21)NNC(=O)c1ccccc1Cl	1	-4	1	-2	.	-2.4	1.2	1	-7	1
Cc1cccc(NC(=O)CCNS(=O)(=O)c2ccc3[nH]c(=O)oc3c2)c1	-6	-1	0	-2	99	-1.5	1.4	-1	1	1
Cc1ccc(S(=O)(=O)Nc2ccc(C(=O)NC3CC3)cc2)cc1	1	-3	3	-1	103	-1.5	0.8	0	2	-2
Cc1cccc(OCCCC(=O)NC(C)C)c1	-7	-14	-4	-1	103	0.1	0.2	-3	-2	0
CCc1cc2ccc(C)cc2nc1SCC(=O)NC1CCCC1	-7	-4	1	-1	123	-0.4	-1.3	-9	.	2
CC12COC3(C(=O)Nc4ccc([N+](=O)[O-])cc4)CC1CCC32C (stereo not given)	3	-13	-9	2	95	-1.2	-0.4	-1	-3	22
COC(=O)c1cc(NS(=O)(=O)c2ccc(C)c3ccccc23)ccc1N1CCOCC1	13	4	-1	1	.	-1.8	2.4	-1	-3	1
O=C(NNC(=O)c1ccc(Cl)nc1)c1ccncc1	57*	-4	2	-1	96	-0.7	0.8	0	-3	-1
CN1C(C(=O)NCCc2cccs2)CC2Cn3c(nc4ccccc43)C21 (stereo not given)	0	2	1	-8	109	-2.2	-1.2	-4	-4	.
OCCOCCn1c(CCNc2nc(-c3ccc(Cl)cc3)cs2)nc2cc(Cl)c(Cl)cc21	-1	-16	2	4	102	1.5	-0.7	-1	-4	.
CCc1nnc(NC(=O)CSc2nc3cc4c(cc3cc2CC)OCCO4)s1	26	6	-3	-3	100	-0.4	0.2	0	-2	.
COc1ccc(CNC(=O)c2ccc(CNc3c(NC4CCCCC4)c(=O)c3=O)cc2)cc1	5	-9	16	-2	101	0.2	0.9	4	-4	.
CCCCCn1nc(C)c(/C=N\NC(=O)c2cc(C)oc2C)c1C	-11	-2	2	0	101	-2.9	0.4	0	-2	-3
CN(CC(=O)Nc1ccc(F)cc1)C(=O)COC(=O)Cc1cccs1	28	-9	4	-6	100	-1.7	-0.3	-3	-2	-2
O=C(NNC(=O)C1CC(c2cccs2)=NO1)Nc1ccc(Cl)cc1 (stereo not given)	-10	-6	0	7	114	0.7	-0.8	-9	-3	0
CCn1nc(NC(C)=O)c2cc3cccc(C)c3nc21	-42	-15	-1	-1	89	0.3	-1.2	-1	-5	-11
O=C(Nc1ccccc1Cl)c1cc(S(=O)(=O)N2CCCCC2)ccc1N1CCOCC1	8	-1	-4	-1	93	-2.5	1.8	-7	-6	0
CCNc1nc(SCCOc2ccccc2)nc(N(C)C)n1	29	-2	-13	3	98	-0.1	-0.7	2	.	30
CC(C)(C)c1ccc(N2C(=O)CSC2c2cccnc2)cc1 (stereo not given)	5	-7	-2	-1	110	-0.5	0.3	-3	.	-3
CCCC(=O)NCCCc1nc2ccccc2n1CC	-1	-1	3	4	106	-0.1	0.4	-2	18	.
CCOc1ccc(CN2C(=O)c3ccccc3C2=O)cc1C(=O)N1CCC(C(N)=O)CC1	1	1	1	-1	101	1.1	0.6	-1	-2	-3
CCOc1ncccc1C(=O)OCCN1C(=O)c2ccccc2C1=O	2	0	-3	-2	100	-4.5	0.4	-2	-4	0
Cc1ccc(C(C)n2cc(C(=O)NCCN3CCN(C)CC3)nn2)cc1 (stereo not given)	3	-21	0	3	104	-2.2	1.0	-3	-4	.
CSCC[C@H](N)C(=O)N1CCC(C(=O)N[C@H](C(=O)NCc2ccccc2F)C(C)C)CC1	-1	-8	-3	3	.	1.0	-0.7	-5	2	.
CCOc1ccc(/C=N/NC(=O)Cc2csc(Nc3cccc(C(F)(F)F)c3)n2)c(OCC)c1	7	-12	6	-5	105	-2.9	2.8	-2	4	1
CCc1ccc(Nc2nc3ccccc3c(=O)s2)cc1	-3	-4	-1	-2	79	-0.6	0.3	-2	-2	0
COc1ccc(/C=C/C(=O)Oc2cccc(/C=N/NC(=O)COc3c(C)cccc3C)c2)cc1	26	-12	2	0	100	-0.1	-2.0	-1	-2	-2
More records:
SMILES	Arr AP2 block	Cardiac RTF inh	DAGLB inhibitor	V-ATPase pH	DSG3 Ab inh	CAL PDZ FP-1	C-LANA FP	Keap1 Nrf2 FP	CAL PDZ FP-2	NSD2 HMT inh
CSc1ccccc1OCc1cc(C(=O)NCCN2CCCC(O)C2)no1 (stereo not given)	4	-2	3	0	112	0.6	1.7	-6	0	2
CC(CN1CCCCC1)C(=O)NN (stereo not given)	-18	3	1	-1	104	-0.2	0.2	-1	.	-2
CCn1c(=S)sc2c(=O)n(CC(=O)Nc3cccc(Cl)c3)c(C)nc21	45	-6	0	-6	101	0.8	-1.7	-2	6	0
COc1cccc(N(C(=O)Cn2nnc(-c3ccc(C)cc3)n2)C(C(=O)NC(C)(C)C)c2c[nH]c3ccccc23)c1 (stereo not given)	4	-2	-2	3	96	-1.1	-0.4	-2	3	34
Cc1ccc(OCC(=O)N2CCC(N3CC(C)CC(C)C3)CC2)cc1 (stereo not given)	19	0	-1	-2	102	-2.3	-0.3	-3	1	-2
Cc1nc(NCc2ccccc2)sc1C(=O)Nc1ccccc1	-12	-2	1	2	114	-0.4	-0.4	-1	-3	-2
CCN(CC)S(=O)(=O)c1ccc(OC)c(NC(=O)c2ccc3c(c2)OCO3)c1	-6	-2	1	11	100	.	-0.6	3	1	0

Shown with two lines to a compound: part of the list above
Order of results – Arr AP2 block | Cardiac RTF inh | DAGLB inhibitor | V-ATPase pH | DSG3 Ab inh | CAL PDZ FP-1 | C-LANA FP | Keap1 Nrf2 FP | CAL PDZ FP-2 | NSD2 HMT inh
- CCOc1ccc(CN2C(=O)c3ccccc3C2=O)cc1C(=O)N1CCC(C(N)=O)CC1
 : 1 | 1 | 1 | -1 | 101 | 1.1 | 0.6 | -1 | -2 | -3
- CC1CCCCC1NC(=O)CSc1nnnn1C (stereo not given)
 : 9 | -6 | 3 | 4 | 98 | -2.8 | -0.2 | 1 | -5 | -1
